Source: PubChem BioAssay (The Scripps Research Institute Molecular Screening Center)
KLK7 zymogen act – activates the human kallikrein-7 zymogen. purified proKLK7, EDANS-DABCYL substrate fluorescence; 100% is mature enzyme control, 0% vehicle. activation, % at 7 µM. actives 0.9% (n = 370,000). AID 652039;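 active means activation above the mean of all tested compounds plus 3 SD, computed per campaign excluding outliers beyond control limits, cut at about 13% in these data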
TDP2 inh – blocks human TDP2 phosphodiesterase activity; inhibition, % at 12.8 µM; recombinant TDP2, T5PNP hydrolysis, p-nitrophenol absorbance 415 nm; actives 0.34% (n = 370,000);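 active means inhibition above the mean of all tested compounds plus 3 SD, set per campaign, cut at about 25% in these data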;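 further: 0% = DMSO with enzyme and 100% = buffer with substrate but no TDP2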
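System – recombinant human TDP2 · Quantity – TDP2 enzyme at 120 nM final · Doses – single concentration, 12.8 µM nominal, with 1% DMSO · Incubation – 2 h at 37 °C · Measured by – epi absorbance of p-nitrophenol freed from T5PNP by hydrolysis · Read-out – % inhibition relative to enzyme-containing and enzyme-free wells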
ADAM17 inh – ADAM17 inhibition, QFRET primary screen; actives 0.83% (n = 370,000); inhibition, % at 6.95 µM; P78536; recombinant ADAM17, EDANS/DABCYL FRET peptide cleavage;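 active means inhibition above the mean of compounds lying between control limits plus 3 SD, set per campaign, cut at about 8.5% in these data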;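 further: 0% = DMSO-only wells as the low control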
LEDGF integ inh – blocks HIV-1 LEDGF/p75-dependent DNA integration; TR-FRET IN-LEDGF/p75 DNA integration, Eu/Cy5; inhibition, % at 3.7 µM; actives 0.64% (n = 370,000); AID 743269;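 active means inhibition above the screen-wide mean plus 3 SD, cut at about 13% in these data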;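 further: signal is the Cy5 over europium emission ratio at 671 and 618 nm; 0% = plate median of compound wells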
ARFGAP1 inhibitor – inhibits rat ARF GTPase activating protein 1. Q62848. Arfgap1-stimulated ARF1 GTP hydrolysis, GDP FP detection. inhibition, % at 16.5 µM. actives 0.26% (n = 360,000);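 active means inhibition above a per-plate limit, mean inhibition of low control wells plus 3 SD, cut at about 25% in these data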;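 further: 0% = DMSO wells with enzyme and 100% = wells lacking Arfgap1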
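Assay system: purified rat His6-Arfgap1 residues 1-136 (GAP domain); Reagent: human Δ17 ARF1 bound to GTP; Dosing: 16.5 µM single point, 1.26% DMSO; Times: GTP hydrolysis reaction 2 h at 25 °C; Signal: FP, GDP Alexa 633 tracer displaced from anti-GDP antibody, 620/688 nm; Measure: % inhibition from polarization.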
PLC-gamma1 inh – blocks human PLC-gamma1 enzyme activity; P19174; purified PLC-gamma1, fluorogenic substrate, fluorescence; inhibition, % at 12.2 µM; actives 0.84% (n = 370,000); in the data active means inhibition above about 9.5%
Target sequence (P19174 whole entry, looked up): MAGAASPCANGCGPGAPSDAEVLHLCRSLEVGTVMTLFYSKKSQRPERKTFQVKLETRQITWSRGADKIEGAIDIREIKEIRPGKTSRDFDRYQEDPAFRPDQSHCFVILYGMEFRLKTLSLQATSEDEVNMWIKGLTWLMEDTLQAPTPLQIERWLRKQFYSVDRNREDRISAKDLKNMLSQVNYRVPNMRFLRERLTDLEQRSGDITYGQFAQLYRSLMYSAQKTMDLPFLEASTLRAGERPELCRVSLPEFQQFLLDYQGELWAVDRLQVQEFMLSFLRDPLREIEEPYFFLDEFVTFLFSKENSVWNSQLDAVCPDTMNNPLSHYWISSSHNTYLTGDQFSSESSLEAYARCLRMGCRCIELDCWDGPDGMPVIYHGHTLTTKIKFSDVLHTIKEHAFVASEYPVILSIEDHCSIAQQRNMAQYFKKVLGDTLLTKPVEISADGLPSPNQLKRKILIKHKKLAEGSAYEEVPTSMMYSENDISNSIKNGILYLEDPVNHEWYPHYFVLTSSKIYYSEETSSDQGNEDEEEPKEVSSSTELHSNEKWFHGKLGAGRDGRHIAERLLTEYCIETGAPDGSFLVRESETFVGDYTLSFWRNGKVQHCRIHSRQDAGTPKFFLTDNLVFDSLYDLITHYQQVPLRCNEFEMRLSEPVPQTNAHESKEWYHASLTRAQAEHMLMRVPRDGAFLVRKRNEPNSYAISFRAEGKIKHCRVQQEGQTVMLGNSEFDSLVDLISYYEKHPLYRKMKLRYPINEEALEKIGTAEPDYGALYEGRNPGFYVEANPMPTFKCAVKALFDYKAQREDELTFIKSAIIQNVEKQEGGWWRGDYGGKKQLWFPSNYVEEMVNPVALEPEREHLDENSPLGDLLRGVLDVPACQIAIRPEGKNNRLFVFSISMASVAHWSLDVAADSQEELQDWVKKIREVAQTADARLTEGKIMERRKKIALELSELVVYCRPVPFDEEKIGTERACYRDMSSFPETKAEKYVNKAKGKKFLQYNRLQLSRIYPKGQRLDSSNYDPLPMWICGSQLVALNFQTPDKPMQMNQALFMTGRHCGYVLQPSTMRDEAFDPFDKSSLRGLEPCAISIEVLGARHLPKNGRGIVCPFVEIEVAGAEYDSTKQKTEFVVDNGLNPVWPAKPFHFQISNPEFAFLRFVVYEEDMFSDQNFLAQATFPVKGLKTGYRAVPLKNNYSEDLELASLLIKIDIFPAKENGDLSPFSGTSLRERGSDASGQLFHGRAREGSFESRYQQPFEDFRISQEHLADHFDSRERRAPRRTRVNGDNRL
ADAM10 inh – inhibitors of human ADAM10; recombinant ADAM10, EDANS/DABCYL FRET peptide cleavage, 3 h; actives 0.62% (n = 370,000); O14672; inhibition, % at 7 µM;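 active means inhibition above a per-campaign cutoff equal to the mean of compounds falling between control-based bounds plus 3 SD, cut at about 20% in these data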;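 further: 0% = DMSO wells while the 100% control is not disclosed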
Tn7 DDE FP – disrupts Tn7 cyclic peptide binding to fibrin D-Dimer-E complex. P02675. FP displacement of FITC-Tn7 peptide from fibrin DD(E); 0% = median of compound wells per plate. inhibition, % at 8.3 µM. actives 0.13% (n = 370,000). AID 720508;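 active means inhibition above the mean of compounds falling within the control limits plus 3 SD of them, cut at about 14% in these data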;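 further: 0% = plate median of compound wells and 100% = 10 µM Aha-Tn7 peptide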
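Assay system: Fibrin-DD(E) protein isolated from polymerized human fibrin clots; read-out basis: percent inhibition; medium: Tris/NaCl/CaCl2 buffer, pH 7.8; signal: FP measurement; incubation: 10 min plus 3 h, room temperature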
ASAP1 GAP inh – blocks human ASAP1-stimulated Arf1 GTP hydrolysis. Q9ULH1. GDP FP detection. inhibition, % at 16.5 µM. actives 0.19% (n = 360,000). AID 624377; in the data active means inhibition above about 25%;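 further: 0% = vehicle with enzyme and substrate and 100% = no enzyme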
DDE Tn6 FP inh – disrupts Tn6 cyclic peptide binding to fibrin D-Dimer-E complex | P02675 | Fibrin DD(E) TRITC-Tn6 fluorescence polarization displacement | inhibition, % at 8.3 µM | actives 0.21% (n = 370,000) | AID 720509;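 active means inhibition above a per-campaign cutoff: mean of compounds within control limits plus 3 SD, cut at about 15% in these data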;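 further: 0% = median of all compound wells on the plate and 100% = blocking peptide control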
Numbers without * were called inactive; i = inactive; / = not tested or not shown.

SMILES	KLK7 zymogen act	TDP2 inh	ADAM17 inh	LEDGF integ inh	ARFGAP1 inhibitor	PLC-gamma1 inh	ADAM10 inh	Tn7 DDE FP	ASAP1 GAP inh	DDE Tn6 FP inh
COc1ccc(NC(=O)CN(C)C(=O)C2CCCO2)cc1 (stereo unspecified)	0.2	-3	-1	1	1	1	5	-4	8	1
CCOC(=O)/C(C#N)=C/Nc1cc(C(C)(C)C)sc1C(C)=O	-0.1	-4	-1	-8	4	-13	-4	-2	-5	7
O=C(/C=C/[C@H]1O[C@@H](n2cnc3c(NC(=O)c4ccccc4)ncnc32)[C@H](O)[C@@H]1O)NC1CCCCC1	-0.2	-2	-2	-4	5	1	1	0	5	4
CCC(Cc1ccccc1)NCc1c(C(=O)O)c(C)n(Cc2ccccc2)c1C (stereo unspecified)	0.4	-10	-6	-9	-2	2	-10	-4	12	-5
COc1ccc(C(=O)NC(C)c2nc3ccccc3[nH]2)cc1OC (stereo unspecified)	-0.2	7	-5	2	-10	-1	4	3	-5	-3
O=C(NNS(=O)(=O)c1ccc(F)cc1)c1sccc1-n1cccc1	0.6	-2	3	4	6	3	4	-7	-10	4
O=C(Cn1c(=O)oc2ccccc21)Nc1nnc(N2CCCCCC2)s1	0.9	-5	1	8	11	6	1	-2	9	-1
O=C(CCC1CCCCC1)Nc1nnc(C(F)(F)F)s1	-0.2	-19	-5	-2	1	2	-7	-3	2	-3
CCC[C@@H]1C[C@@]1(CCC)[C@@H](NC(=O)c1ccccc1)c1ccc(C(=O)OC)cc1	0.5	1	2	2	-10	-3	1	5	6	5
CCOC(=O)CNC=C(C(=O)OCC)C(=O)OCC	1.0	-2	4	0	1	2	8	2	-2	-6
COc1ccc2nc(/C(C#N)=C\c3ccc(Oc4ccc([N+](=O)[O-])cn4)cc3)[nH]c2c1	-0.8	-5	-4	0	5	-60	-15	-3	1	-2
C=CCc1cc(C)ccc1OCC(O)CN1CCN(c2ccccc2)CC1 (stereo unspecified)	0.4	3	0	-2	5	2	10	3	-5	-3
Cc1[nH]c2ccccc2c1C(O)CN1CCC2(CC1)OCCO2 (stereo unspecified)	1.2	15	-3	1	-1	-5	3	2	-4	-2
CCOc1ccc(C(=O)NCC(c2cccs2)N(C)C)cc1OCC (stereo unspecified)	0.1	6	0	0	18	-1	-5	0	-9	-1
O=C(/C=C/c1cccs1)N1CCC2(CC1)Oc1ccc(F)cc1C(=O)C21CC(c2ccc(Cl)cc2)=NO1 (stereo unspecified)	0.3	2	-4	2	-3	1	-6	6	8	2
CCOc1ccc(S(=O)(=O)/N=C(/Nc2ccc(S(N)(=O)=O)cc2)c2ccccc2)cc1	-0.3	-10	2	0	-5	2	10	-5	8	-6
CCS(=O)(=O)N1CCN(c2ncnc3sc(C)c(C)c23)CC1	0.5	-7	-3	-2	-2	-2	1	3	-2	-1
CCC(CC)C(=O)N1CC(=O)Nc2ccc(F)cc2C1c1ccc(F)cc1 (stereo unspecified)	-0.1	-6	-4	-3	-1	-2	-5	4	-1	8
COC(=O)C1CN(C(=O)COc2ccc(Cl)cc2Cl)c2ccccc2O1 (stereo unspecified)	-0.3	-12	2	-1	3	-2	6	3	-5	-4
CN1CCC(N2CCN(C3CN(Cc4cn(Cc5ccc(C(F)(F)F)cc5)nn4)S(=O)(=O)C3)CC2)CC1 (stereo unspecified)	0.4	-2	-5	-3	-3	-2	-10	2	-8	0
CN1CCN(C(=O)C(=O)c2cn(CC(=O)N3CCOCC3)c3ccccc23)CC1	0.4	-2	-3	0	-5	0	-2	-4	7	0
c1ccc2sc(N3CCN(Cc4nnnn4CC4CCCO4)CC3)nc2c1 (stereo unspecified)	-0.3	-4	0	2	5	0	4	-3	-8	1
Cc1ccc(C(C)n2cc(C(=O)NCc3ccccn3)nn2)cc1 (stereo unspecified)	0.5	4	-5	-7	-5	0	0	10	1	2
O=C(O)CN1C(=O)/C(=C\c2ccccc2OCc2ccccc2)SC1=S	0.1	2	-3	-3	-11	0	-3	-1	-1	-6
COc1ccc2nc(-c3ccc(CN4CCC5(CC4)CNc4ccccc45)cc3)c(-c3ccccc3)nc2c1	-0.1	-6	-14	2	9	-53	-56	-8	11	-10
Later entries
SMILES	KLK7 zymogen act	TDP2 inh	ADAM17 inh	LEDGF integ inh	ARFGAP1 inhibitor	PLC-gamma1 inh	ADAM10 inh	Tn7 DDE FP	ASAP1 GAP inh	DDE Tn6 FP inh
COc1cccc(CN(C)C(=O)c2cc(COc3ccc(-n4cncn4)cc3)on2)c1	0.8	-17	8.7*	1	4	4	8	-6	-6	1
Cc1ccc(S(=O)(=O)N2CCC(C(=O)Nc3ccccc3N3CCCCC3)CC2)cc1C	0.6	3	-1	1	-8	-3	-7	-1	-5	7
COc1ccc(Cc2nnn(CC(=O)O)n2)cc1	0.5	10	-6	-3	-1	-2	-11	6	-5	-5
CCOc1ccc(CN2CCN(Cc3cccc4c3OCO4)CC2CCO)cc1 (stereo unspecified)	-0.4	1	-4	0	-2	7	-1	2	-1	3
COC(=O)c1c(C)[nH]c(C(=O)NCc2ccco2)c1C	0.5	-8	0	-1	-5	-5	3	1	11	7
CC1=CSC2=NC(=O)/C(=C/c3cccc(OC(=O)c4ccco4)c3)C(=N)N12	1.3	-10	-50	3	3	-105	-165	1	-11	6
COCCNC(=O)C(c1ccc(O)cc1)N(Cc1ccccc1)C(=O)CCC(=O)Nc1ccccn1 (stereo unspecified)	-0.2	-5	-2	-1	11	-2	-7	0	-12	-2
O=C(OC(C(=O)NCc1cccs1)c1ccccc1F)c1ccco1 (stereo unspecified)	0.5	-3	-3	2	9	2	-7	-1	-16	3
CCOc1ccc(S(=O)(=O)N(CC)CC(=O)NCc2ccccn2)cc1C	0.0	-1	-2	1	-2	0	4	5	3	-3
CN(Cc1cc(Cl)cc(Cl)c1)CC(C(=O)c1ccccc1)c1ccccc1 (stereo unspecified)	-0.3	11	-6	-3	-13	3	-17	4	15	-1
CN(C)S(=O)(=O)c1ccc(C(=O)Nc2nnc(SCC(=O)N3CCOCC3)s2)cc1	-0.1	5	-3	-1	-10	-1	-11	-6	7	-8
CC(=O)C1=C(C)NC(SCC(=O)c2ccc(Cl)c(Cl)c2)=C(C#N)C1c1ccco1 (stereo unspecified)	0.6	-16	5	2	3	-33	5	-11	-14	8
O=c1[nH]c(N2CCCCC2)nc2c1CCCC2	0.3	2	-8	1	-6	1	0	0	-13	-3
CCn1c(Cc2ccccc2)nnc1SCC(=O)Nc1ccc(N2CCOCC2)c(Cl)c1	-0.4	4	0	-2	-5	-1	6	8	-11	-4
C=CCOC(=O)COc1ccc2c(C)c(CC)c(=O)oc2c1	27*	-11	-203	0	0	-94	i	6	2	-10
COC(=O)COc1ccc(S(=O)(=O)N2CCN(c3ccccc3F)CC2)cc1	0.7	8	-2	2	-9	5	4	5	0	-4
Cc1cc(C(=O)N2CCCC(C(=O)c3ccc4ccccc4c3)C2)nn1C (stereo unspecified)	1.3	-10	-14	10	1	-8	-39	6	19	1
C[C@@H](NC(=O)Cn1ccc(NC(=O)OCc2ccccc2)nc1=O)c1cccc2ccccc12	0.4	-2	0	0	7	1	9	3	6	6
CC(=O)c1ccc(N2CCN(C(C)C(=O)NC3CCCc4ccccc43)CC2)cc1 (stereo unspecified)	0.0	4	-7	2	2	-2	-7	6	7	4
COc1cc([N+](=O)[O-])ccc1NC(=O)COC(=O)c1ccc(NC(N)=O)cc1	0.0	6	-4	0	29*	2	-2	2	14	7
Cc1occc1C(=O)NCc1ccccc1F	-0.8	-2	2	0	5	-7	-5	-4	-3	1
CC12CCC3(CO)COC(c4ccccc4O1)C2C3 (stereo unspecified)	0.1	10	-7	4	1	0	-5	5	1	-1
Nc1cc(-c2ccccc2)n2c(n1)nc1ccccc12	0.2	-7	2	-2	-1	-34	-2	2	-4	-1
O=c1oc(-c2cccs2)nc2sc3c(c12)CCC3	-0.9	0	2	0	2	-12	-1	2	-13	1
C[C@H]1C=C(C(=O)NCc2ccccc2)O[C@@H](OCc2ccc(CO)cc2)C1	-0.6	-5	-3	-1	11	-3	-10	2	5	1
(cont.)
SMILES	KLK7 zymogen act	TDP2 inh	ADAM17 inh	LEDGF integ inh	ARFGAP1 inhibitor	PLC-gamma1 inh	ADAM10 inh	Tn7 DDE FP	ASAP1 GAP inh	DDE Tn6 FP inh
CCCN(CCC)S(=O)(=O)c1ccc(C(=O)Nc2nnc(CSC)o2)cc1	0.8	-9	1	0	-4	1	15	-6	-10	2
CSc1cccc(NC(=O)c2sc3nc4n(c(=O)c3c2C)CCC4)c1	1.8	-13	7	0	-13	-4	7	-9	1	-12
COCCn1c(SC(C)C(=O)Nc2ncc(Cl)cc2Cl)nc2ccccc21 (stereo unspecified)	0.4	-4	7	0	17	5	0	-3	9	2
C#CCNC(=O)C[C@H]1C[C@@]2(C(=O)OC)C(=C[C@H](C(C)C)O[C@@H]2C2CC2)N(Cc2ccc(Cl)cc2Cl)C1=O	0.2	-5	4	2	/	1	10	-2	/	6
Cc1cccc(OCC(=O)N2CCC(N3CCOCC3)CC2)c1	0.6	8	-3	3	0	1	-2	-5	6	-1
CC1(c2ccc3ccccc3c2)NC(=O)N(CC(=O)Nc2cccc(S(=O)(=O)N3CCOCC3)c2)C1=O (stereo unspecified)	0.1	1	2	-3	2	3	9	0	18	4
CN(Cc1ccccc1)C(=O)COC(=O)c1ccc[nH]c1=O	-0.4	6	-3	2	-19	2	-15	-11	4	7
COc1cccc(NC(=O)C(=O)N2CCOCC2)c1	-0.6	4	-4	1	-2	-1	-9	1	5	-6
O=C(c1ccc(Br)cc1)c1cn[nH]c1-c1ccccc1O	-0.5	-11	1	0	5	-2	1	1	4	6
CCN(C(=O)CCc1nc(-c2ccc(OC)cc2)no1)c1cc(OC)ccc1OC	0.8	12	-2	-5	5	-1	4	0	-1	-1
CC1CCC2(CC1)NC(=O)N(CC(=O)Nc1cccc(S(=O)(=O)N(C)c3ccccc3)c1)C2=O (stereo unspecified)	-0.2	-16	5	8	-5	5	6	-5	20	-6
O=C(Nc1nc2c(s1)CCCC2)c1cccs1	1.2	5	-2	-4	-3	-5	4	1	9	-2
